High-throughput results as filed in PubChem BioAssay.
Yfh1-off respiration: enhancers of respiration in Yfh1-depleted yeast, dose response, Friedreich's ataxia, plus single-dose screen (AID 1465). S. cerevisiae Yfh1-off respiration, WST-1 reduction, 72 h; higher fold induction means a stronger effect. fold induction at 50 µM, or EC50 in µM where a hit was titrated. hit rate 0.074% among 220,000;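 active means fold induction of absorbance versus untreated yeast above a set limit, then at least 30% activation at any dose in follow-up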;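 further: activators that raise dye reduction in frataxin-depleted yeast; strong numbers were not always called active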
T cell modulator: modulators of CD8 T cell-vesicle binding, primary screen, mouse 2C CD8+ T cells, flow cytometry. calls only at 7 µM. 2C CD8+ T cell-vesicle binding; stronger effect = lower value. hit rate 0.068% among 330,000;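 active means response, share of CD8 T cells binding vesicles, and their 90th percentile fluorescence all below set limits, cut at about 80% in these data, passing the limit was not always enough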
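Also added: QL9-peptide-loaded Drosophila micro-vesicles bearing Ld, ICAM-1 and B7-1; Test system: purified 2C TCR transgenic mouse naive CD8+ T cells; Measured by: cytometric PE anti-B7-1 and Alexa647 anti-CD8 signals after 1% paraformaldehyde fixation; Timing: binding step 1.5 h, 37 °C, antibody labelling 20 min, ice.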
bCat nuc transl: modulators of beta-catenin nuclear translocation, primary screen, imaging, HeLa cells, immunofluorescence, high-content | hit rate 0.3% among 190,000 | nuclear translocation activity, % at 5 µM;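 active means nuclear translocation activity above 50% at 5 µM, with a well cell count of 50 or more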;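 further: per-cell ratio of nuclear to cytoplasmic median beta-catenin stain intensity; plate controls were DMSO negative control for no effect and GSK-3 inhibitor IX positive control for full effect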
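System: Human HeLa cells, endogenous beta-catenin | Compound dosing: 5 µM primary, 0.02–20 µM confirmation | Timing: 24 h compound exposure at 37°C, 5% CO2 | Measured by: Fluorescence imaging of beta-catenin antibody stain plus DAPI | Read-out basis: % activation of per-cell nuclear versus cytoplasmic median beta-catenin signal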
MT stabilizer: microtubule stabilizers in HeLa cells, primary screen, imaging, high-content imaging; % tubulin-high responders, % at 10 µM; hit rate 0.83% among 200,000; AID 2205, 2009; HeLa tubulin immunostaining HCS, 24 h; share of cells brighter than vehicle mean+2SD;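 active means plate Z-score above 3 for both tubulin-high and condensed-nucleus cell shares, with cell loss under 80%, at 10 µM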;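 further: anti alpha tubulin signal scored within the nucleus-defined area of each cell; some results filed as inactive read as strong as hits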
Dynein cargo inh: inhibitors of GR-EGFP nuclear translocation, primary screen, dynein cargo transport inhibitor project, imaging, high-content, 3617.4 mouse cells; hit rate 0.47% among 220,000; test concentration mostly 20 µM; stimulated with dexamethasone, 1 µM; stronger effect = lower value; z-score, hits read low;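 active means plate z-score of nuclear minus cytoplasmic receptor signal below a set negative limit, without overly bright fluorescence or cell loss, cut at about -3.5 in these data, passing the limit was not always enough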;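 further: z-score of nuclear minus cytoplasmic ring GR-EGFP intensity difference per well; some compounds called inactive have numbers as strong as hits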
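Medium: Induction medium lacking tetracycline, stripped serum | Probe or stimulus: 1.0 µM final dexamethasone stimulus | Schedule: 48 h induction, then 1 h compound, then 30 min agonist, 37 °C | Signal: Automated 10x imaging of fixed Hoechst-stained cells | Evaluation: Per-cell GR-EGFP intensity, nucleus versus surrounding cytoplasmic ring, well-averaged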
Autophagy mod: autophagy modulators in MEF cells, primary screen, imaging, high-content, MEF GFP-LC3; MEF GFP-LC3 puncta imaging; test concentration mostly 10 µM; calls only at 10 µM (by protocol); hit rate 0.98% among 190,000;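 active means percentage of spot-positive cells more than 3 SD above its plate mean, without a fluorescence outlier flag or 80% toxicity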;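 further: spot-positive cell cutoff set from DMSO-treated cells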
P. falciparum M17LAP: P. falciparum M17LAP inhibitors, primary screen, biochemical, fluorogenic H-Leu-NHMec substrate, 1536-well (AID 1619); hit rate 0.38% among 220,000; recombinant M17LAP, H-Leu-NHMec fluorogenic kinetic assay; higher % means a stronger effect; inhibition, % at 30 µM, or IC50 in µM where a hit was titrated; Leucine aminopeptidase (Plasmodium falciparum (isolate 3D7));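 active means compound inhibiting the enzyme by more than half at any dose during confirmatory dose-response retesting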;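 further: plate controls were full reaction with DMSO carrier for no effect and no enzyme background for full effect; strong numbers were not always called active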
M1AAP inhibition: P. falciparum M1AAP inhibitors, biochemical, fluorogenic H-Leu-NHMec substrate, 1536-well (AID 1445); Aminopeptidase N (Plasmodium falciparum (isolate 3D7)); recombinant M1AAP, H-Leu-NHMec fluorogenic kinetic assay; higher % means a stronger effect; hit rate 0.42% among 220,000; one-dose inhibition, % at 30 µM; IC50 in µM for titrated hits;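 active means primary inhibition above the hit cutoff, then over 50% inhibition at one or more dose response concentrations, cut at about 23% in these data, passing the limit was not always enough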;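 further: plate controls were DMSO full reaction for no effect and no enzyme background for full effect; strong numbers were not always called active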
WT yeast gro inh: growth inhibition of WT strain, primary screen, mitochondrial fusion inhibitor project, WT and mutant strains, chemical genetic | mitochondrial fusion phenotypic screen | inhibition, % at 10 µM | hit rate 2.1% among 190,000 | AID 1362, 2008; in the data active means inhibition above about 58%; tested in S. cerevisiae
WT yeast gro inh mutant strain: second read-out of WT yeast gro inh, no call of its own (marks repeat the call); inhibition, %; mitochondrial fusion phenotypic screen, mutant strain inhibition
Dynein cargo inh cytoplasmic EGFP: also measured in Dynein cargo inh; calls as there; z-score; measured here: cytoplasmic GR-EGFP intensity; stronger effect = higher value
Dynein cargo inh nuclear GR-EGFP: also measured in Dynein cargo inh; calls as there; z-score; measured here: nuclear GR-EGFP intensity;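 lower value marks the stronger effect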
Dynein cargo inh cell count: also measured in Dynein cargo inh; calls as there; z-score; measured here: cell count per field
bCat nuc transl cell count 5 µM: further read-out of bCat nuc transl, marked with its call; cell count; measured here: cell count, cytotoxicity flag
T cell modulator vesicle-bound %: recorded beside T cell modulator, whose call it bears; double positive events, %; measured here: CD8+ vesicle-bound cell fraction;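 binding gate set so that unloaded-vesicle control wells show 10% double positive cells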
MT stabilizer Hoechst-high %: second read-out of MT stabilizer, no call of its own (marks repeat the call); % Hoechst-high responders; measured here: nuclear condensation Hoechst responders;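 share of cells brighter than vehicle mean plus two SD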
MT stabilizer cytotoxicity %: recorded beside MT stabilizer, whose call it bears; toxicity, %; measured here: cytotoxicity by cell density;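 0% = mean cell density of plate MIN control wells and 100% = no cells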
Autophagy mod cell loss 18 h: second read-out of Autophagy mod, no call of its own (marks repeat the call); toxicity, %; measured here: cell loss, nuclei count;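 cell loss after 18 h compound exposure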
* marks the source's active call; other numbers are inactive results; i = inactive; nt = no result given; + = active, no number.

Results follow in this order: Yfh1-off respiration	T cell modulator	T cell modulator vesicle-bound %	bCat nuc transl	bCat nuc transl cell count 5 µM	MT stabilizer	MT stabilizer Hoechst-high %	MT stabilizer cytotoxicity %	Dynein cargo inh	Dynein cargo inh cytoplasmic EGFP	Dynein cargo inh nuclear GR-EGFP	Dynein cargo inh cell count	Autophagy mod	Autophagy mod cell loss 18 h	P. falciparum M17LAP	M1AAP inhibition	WT yeast gro inh	WT yeast gro inh mutant strain
Cc1nn2cc(-c3cccc(Cl)c3)cnc2c1Br
→ i	i	51	0.9	1526	16*	28*	25*	-1.1	-0.24	-0.36	0.96	i	22	-3%	1%	2	10
Cc1nn(C)cc1CNC(=O)C1C2CCC(C2)C1C(=O)O (stereo unspecified)
→ i	i	37	-1.2	934	1.9	1.9	11	1.1	-0.34	0.37	-0.71	i	1	-4%	0%	1	8
CCn1c(SCC(=O)Nc2nc(-c3ccccc3)cs2)nc2c1c(=O)n(C)c(=O)n2C
→ i	i	42	0.1	889	3.1	3.5	5.7	-0.17	-0.27	-0.14	-0.59	i	3	15%	5%	-1	-12
O=C(CN1CCN(C(=O)c2ccco2)CC1)Nc1ccc2c(c1)OCCO2
→ i	i	45	-6.0	945	3.6	3.8	14	-0.62	-0.18	-0.042	-0.27	i	4	1%	0%	-9	1
COc1ccc2nc(Cl)c(C#N)cc2c1
→ i	i	68	0.6	1603	2.7	2.4	5.1	1.9	-0.13	1.2	-1.9	i	-9	4%	2%	6	-7
CCN1C(=O)C2(C(C#N)=C(N)Oc3n[nH]c(COC)c32)c2ccccc21 (stereo unspecified)
→ i	i	10	nt	nt	5.0	2.2	43	0.49	0.47	0.96	-0.35	i	5	-10%	7%	-22	-23
CN(Cc1nccn1C)C(=O)c1cc(COc2ccc3ncccc3c2)on1
→ i	i	8	0.1	994	3.6	1.1	15	-0.51	-0.36	0.029	0.89	i	-8	nt	nt	-3	-9
O=C(CN1CCN(Cc2ccccc2)CC1)Nc1ccc(S(=O)(=O)N2CCOCC2)cc1
→ i	i	52	-0.7	1023	1.4	3.4	5.6	0.39	-0.28	0.19	0.32	i	1	12%	3%	-12	-21
CC(=O)OCC1OC(n2ccc(=O)[nH]c2=O)C(O)C1O (stereo unspecified)
→ i	i	13	1.9	1321	2.8	1.5	11	-0.42	-0.19	-0.037	0.36	i	4	2%	3%	-16	-81
Cc1ccccc1-c1nnc(SCc2ccccc2)o1
→ i	i	7	0.3	1096	3.0	1.7	6.9	1.7	-0.26	0.66	-0.13	i	3	-12%	10%	3	8
Cc1cc(=O)[nH]c(SCC(=O)Nc2nc3ccccc3s2)n1
→ i	i	10	-2.3	1090	4.9	2.5	8.7	-1.4	-0.16	-0.14	1.7	i	13	16%	21%	-5	7
C[C@@H]1C[C@H]2[C@@H]3CCC4=CC(=O)C=C[C@]4(C)[C@@]3(F)[C@@H](O)C[C@]2(C)[C@@]1(O)C(=O)COP(=O)(O)O
→ i	i	26	-9.1	433	1.3	1.0	2.5	-0.32	-0.26	0.025	0.61	i	31	-4%	-6%	4	-3
Cc1sc2nc(CSCC(=O)Nc3ccc(OC(F)F)cc3)[nH]c(=O)c2c1C
→ i	i	29	4.3	921	3.2	3.5	7.0	0.41	-0.34	-0.39	-0.87	i	4	0%	5%	-7	7
O=C(NCCc1ccc(Cl)cc1)C1CCN(S(=O)(=O)c2ccc(-n3cnnn3)cc2)CC1
→ i	i	22	-2.6	1041	3.8	3.1	5.8	0.56	-0.011	0.37	-0.27	i	7	-5%	-2%	6	-2
CC1CCCC(NC(=O)COC(=O)c2cccc(NS(=O)(=O)/C=C/c3ccccc3)c2)C1C (stereo unspecified)
→ i	i	47	-0.5	926	1.4	2.4	9.5	-0.62	-0.19	-0.018	-0.67	i	6	-2%	3%	-14	-16
C[C@H](NC(=O)Nc1cccc(C(F)(F)F)c1)C(=O)O
→ i	i	40	3.3	1080	1.0	1.5	3.5	0.38	-0.15	0.39	-0.16	i	0	10%	-8%	8	-16
Nc1nnnn1/N=C\c1ccc(Cl)c([N+](=O)[O-])c1
→ i	i	18	nt	nt	2.5	1.3	6.7	0.15	-0.21	0.62	0.64	i	9	-3%	10%	10	1
O=C(COC(=O)c1cc(-c2ccc(F)cc2)nc2ccccc12)NCC1CCCO1 (stereo unspecified)
→ i	i	45	-1.4	1161	4.0	1.4	3.8	0.72	-0.061	0.32	-1.9	i	3	11%	2%	9	-2
COc1ccc(-c2nn(-c3ccccc3)cc2/C=C/C(=O)N2CCN(c3ccccn3)CC2)cc1
→ i	i	6	-0.6	1055	1.7	3.5	6.1	-0.038	-0.21	0.044	-0.43	i	-1	-7%	1%	25	2
N#C/C(=C\c1cc2ccccc2nc1N1CCCCC1)C(N)=O
→ i	i	29	-0.2	962	1.5	1.4	7.9	0.69	-0.0012	1.3	-2	i	5	4%	13%	7	-8
Cc1ccc(NC(=S)NC(NC(=O)c2ccccc2C)C(Cl)(Cl)Cl)c(C)c1 (stereo unspecified)
→ i	i	45	0.5	1217	1.8	1.4	1.3	1.4	-0.046	0.29	0.18	i	9	-2%	10%	21	12
Cc1ccc(S(=O)(=O)N2Cc3ccccc3CC2C(=O)Nc2cc(C)on2)cc1 (stereo unspecified)
→ i	i	51	-3.8	965	1.1	1.7	12	0.096	-0.22	-0.18	0.025	i	-10	6%	12%	14	24
Cn1c(=O)oc2cc(S(=O)(=O)N3CCC(C(=O)NCCc4ccccc4)CC3)ccc21
→ i	i	18	0.0	1308	nt	nt	nt	0.0052	-0.25	0.55	0.021	nt	nt	8%	-1%	nt	nt
Cn1c(SCC(=O)NCc2ccco2)nnc1-c1cccs1
→ i	i	8	nt	nt	3.1	1.7	0.3	-0.25	-0.15	0.21	0.58	i	-4	4%	1%	1	-12
Fc1ccccc1C1CC(c2ccco2)=Nc2ccccc2S1 (stereo unspecified)
→ i	i	34	0.0	1365	nt	nt	nt	-0.83	-0.029	0.34	-1.3	nt	nt	1%	2%	nt	nt
C[C@]12CC[C@@H]3c4ccc(O)cc4CC[C@H]3[C@@H]1CC[C@@H]2O
→ i	i	22	nt	nt	5.1	4.8	10	-0.43	-0.28	0.28	0.37	i	15	-2%	0%	-1	-18
O=C(CC1C(=O)NCCN1Cc1c(F)cccc1Cl)NCc1ccccc1 (stereo unspecified)
→ i	i	33	-0.2	1478	2.0	4.5	7.3	-1.2	-0.31	-0.7	1.2	i	-2	-2%	4%	-7	7
CCOC(=O)C(=CNc1cc(C)nn1C(C)(C)C)C(=O)OCC
→ i	i	24	-0.8	1069	0.8	1.5	8.3	nt	nt	nt	nt	i	-4	19%	2%	-5	4
Cc1cccc(NC(=O)c2cc(-c3ccccn3)nc3ccccc23)c1C
→ i	i	10	1.2	1536	6.7	1.3	6.6	1.3	-0.37	1.4	-0.78	i	19	-5%	-10%	-1	16
COC(=O)C1CC(O)CN1S(=O)(=O)c1cccs1 (stereo unspecified)
→ i	i	54	1.0	1496	3.5	1.1	3.8	2	-0.19	1.7	-1.2	i	24	-5%	-5%	-1	-10
COc1cc(CCC(=O)OCC(=O)NCc2ccccc2)cc(OC)c1OC
→ i	i	3	-0.2	1132	1.8	1.3	2.0	0.12	-0.23	0.23	-0.86	i	28	-1%	2%	-8	-6
N#Cc1cccc(Oc2ccc(-c3cnc4ccccc4n3)cc2)c1C#N
→ i	i	44	-2.7	1140	2.3	3.0	4.0	-0.4	-0.23	0.13	1.5	i	4	4%	4%	9	3
Cc1ccc(-n2c(SCC(=O)N3CCOCC3)nnc2-c2cccnc2)cc1C
→ i	i	17	-1.7	892	5.1	1.7	5.7	-0.14	-0.37	0.23	-0.036	i	2	5%	12%	nt	nt
Cc1cccc(NC(=O)c2ccc(NCCc3ccccc3)c([N+](=O)[O-])c2)c1
→ i	i	26	-1.4	1180	14	2.2	5.7	-1.5	2.4	0.12	0.27	+	28*	10%	4%	0	23
